AGP1-GFP MLPCN = alters AGP1-GFP fluorescence in TOR pathway yeast screen | GFP response vs DMSO, % at 10 µM | S. cerevisiae AGP1-GFP multiplex flow cytometry, 3 h; GFP as percent of DMSO wells | actives 0.02% (n = 320,000);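 active = GFP response relative to DMSO above a set limit, near screen average plus 3 SD, cut at about 150% in these data; inconclusive = fewer than 70 cells counted for the yeast strain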;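 note: median GFP channel fluorescence of the gated AGP1 strain per well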
Efflux pump mplx = inhibitors of Candida antifungal efflux pumps expressed in yeast; actives 0.44% (n = 330,000); inhibition, % at 10 µM; S. cerevisiae Candida pump triplex, Nile Red efflux;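 active = plate passing quality check with inhibition over a set limit, or well fluorescence over plate mean plus 4 SD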;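 note: Nile Red retained in pooled yeast measured as flow cytometry median fluorescence; 0% = buffer negative control and 100% = Enniatin B positive control; higher means more Nile Red kept so more efflux inhibition; some compounds called inactive have numbers as strong as hits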
Yeast superoxide = lowers age-related superoxide in aged yeast cells; S. cerevisiae aged cells, superoxide DHE fluorescence; active compounds read low; superoxide response (% of plate mean), % at 10 µM; actives 0.18% (n = 330,000); AID 2690;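 active = superoxide response under a set limit, about three screen SD below normal, cut at about 65% in these data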;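 note: yeast aged for seven days with compound at 30 °C before DHE staining; 100% = average MFI of all compound-treated wells on the plate with controls excluded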
AHR act = activates the human aryl hydrocarbon receptor. AHR-responsive luciferase reporter cells, luminescence. activation, % at 5 µM. actives 2.5% (n = 320,000); in the data active = activation above about 47%;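 note: 0% = vehicle wells and 100% = reference agonist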
Target sequence (P35869 whole entry, looked up): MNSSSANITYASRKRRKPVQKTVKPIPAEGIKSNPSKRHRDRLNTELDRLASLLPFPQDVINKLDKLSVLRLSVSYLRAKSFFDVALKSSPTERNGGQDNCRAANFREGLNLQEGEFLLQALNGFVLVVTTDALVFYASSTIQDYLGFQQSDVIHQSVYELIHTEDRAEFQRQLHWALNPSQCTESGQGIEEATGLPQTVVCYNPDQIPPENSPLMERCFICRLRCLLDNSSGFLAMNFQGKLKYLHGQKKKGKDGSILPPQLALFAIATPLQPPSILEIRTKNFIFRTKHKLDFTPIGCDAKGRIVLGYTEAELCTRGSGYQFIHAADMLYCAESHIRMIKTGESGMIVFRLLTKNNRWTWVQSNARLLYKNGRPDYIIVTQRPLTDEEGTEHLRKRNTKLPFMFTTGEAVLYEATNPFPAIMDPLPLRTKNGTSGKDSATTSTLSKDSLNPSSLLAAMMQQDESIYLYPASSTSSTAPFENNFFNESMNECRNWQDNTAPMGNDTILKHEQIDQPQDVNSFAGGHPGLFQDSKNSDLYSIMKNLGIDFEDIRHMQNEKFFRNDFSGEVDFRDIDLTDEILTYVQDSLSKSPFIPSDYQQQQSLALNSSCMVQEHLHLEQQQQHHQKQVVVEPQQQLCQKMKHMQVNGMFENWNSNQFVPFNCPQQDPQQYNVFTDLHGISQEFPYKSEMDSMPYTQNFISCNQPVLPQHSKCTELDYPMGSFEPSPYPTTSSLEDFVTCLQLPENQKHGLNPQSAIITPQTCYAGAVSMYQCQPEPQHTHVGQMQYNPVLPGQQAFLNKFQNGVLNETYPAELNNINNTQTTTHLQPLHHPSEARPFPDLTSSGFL
MEP2-GFP yeast = yeast TOR pathway MEP2-GFP modulation. GFP response vs DMSO, % at 10 µM. S. cerevisiae MEP2-GFP strain, flow cytometry GFP, 3 h; 100% = DMSO control level. actives 0.51% (n = 330,000);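 active = GFP response versus DMSO above a set limit, roughly screen mean plus 3 SD, cut at about 180% in these data; inconclusive = fewer than 70 cells counted for a yeast strain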;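 note: median GFP fluorescence of the barcode-gated MEP2-GFP cells per well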
CIT2 TOR yeast = modulators of TOR pathway CIT2-GFP in S. cerevisiae; AID 2029; S. cerevisiae CIT2-GFP strain, flow cytometry, 3 h; 100 means same as DMSO wells; GFP response vs DMSO, % at 10 µM; actives 0.065% (n = 320,000);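 active = GFP response relative to DMSO above a set limit, near the screen mean plus 3 SD, cut at about 150% in these data; inconclusive = Fewer than 70 cells measured for a yeast strain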;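 note: ratio of well median GFP fluorescence to mean of DMSO wells on the plate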
RPL19A-GFP yeast = yeast TOR pathway RPL19A-GFP modulation; S. cerevisiae RPL19A-GFP strain, flow cytometry, 3 h; active compounds read low; percent response vs DMSO, % at 10 µM; actives 0.3% (n = 330,000);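 active = percent response vs DMSO below 50%; inconclusive = fewer than 70 events counted for the yeast strain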;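 note: median channel GFP fluorescence of the barcoded RPL19A-GFP strain; ratio of sample median GFP to plate DMSO average so 100% = DMSO; lower means less RPL19A-GFP as with rapamycin TOR inhibition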
LAP4-GFP MLPCN = modulators of TOR pathway LAP4-GFP in S. cerevisiae | S. cerevisiae LAP4-GFP multiplex, flow cytometry GFP, 3 h; median GFP as percent of DMSO wells | GFP response vs DMSO, % at 10 µM | actives 0.34% (n = 320,000) | AID 2023;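 active = GFP response vs DMSO above a set limit, about the screen mean plus 3 SD, cut at about 150% in these data; inconclusive = under 70 cell events counted for the yeast strain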
Numbers without * were called inactive; ? = inconclusive; . = no result given; [ ] = dose if it differs, or a comment.

Every second line gives: MEP2-GFP yeast	CIT2 TOR yeast	AHR act	Yeast superoxide	RPL19A-GFP yeast	Efflux pump mplx	LAP4-GFP MLPCN	AGP1-GFP MLPCN
1) O=C(Nc1ccccc1N1CCN(c2ccccc2)CC1)C1CCCCC1
    97	67	1	92	111	-0.1	91	81
2) COc1ccc(NS(=O)(=O)c2cc(C(=O)OC(C)C(=O)N3CCOCC3)ccc2Cl)cc1 (configuration not stated)
    100	104	2	83	98	0.0	98	111
3) Cc1ccc(SCC2(O)CCN(S(=O)(=O)c3ccc(Cl)cc3)CC2)cc1
    101	97	2	88	99	-0.1	103	102
4) COC(=O)Nc1nnc(COc2ccccc2)s1
    100	97	0	89	99	0.0	110	97
5) COc1ccccc1NC(=O)C1=C(C)Nc2ncnn2C1c1ccc(C)o1 (configuration not stated)
    95	89	13	131	87	0.0	87	86
6) CCOC(=O)C1CCCN(Cc2cc(=O)oc3cc(C)c(C(C)C)cc23)C1 (configuration not stated)
    82	90	2	103	91	0.0	80	88
7) CCN=C(Nc1ccc2c(c1)OCO2)SC1CC(=O)N(c2ccccc2F)C1=O (configuration not stated)
    100	94	3	114	101	0.0	101	98
8) O=C(Cc1csc(NC(=O)Nc2ccc(Cl)cc2)n1)NCc1cccnc1
    89	91	20	91	90	-0.1	115	102
9) CCc1cc(=O)oc2c(C)c(O)c(CN3CCCCC3)cc12
    99	77	6	86	96	0.2	104	79
10) Cc1ccc(Nc2nc(/N=C/NO)n[nH]2)cc1C
    105	100	12	91	112	0.1	97	103
11) Cc1cc(N2CCOCC2)nc(NCc2ccccc2)n1
    107	95	7	105	94	0.1	94	92
12) CSCc1ccc(C(=O)NC(C)c2cnn(-c3ccccn3)c2C)o1 (configuration not stated)
    95	98	2	96	105	-0.1	77	92
13) O=C(N/N=C/c1ccc([N+](=O)[O-])cc1)c1ccc(COc2ccccc2-c2ccccc2)cc1
    91	97	20	75	101	0.0	92	96
14) Cc1cc([N+](=O)[O-])nn1CC(=O)c1ccccc1
    104	93	3	90	97	0.0	103	111
15) c1ccc2c(N3CCCCC3)nc(N3CCCC3)nc2c1
    99	91	8	106	98	0.1	94	101
16) Cc1cc(NC(=O)CSc2nnc(C3COc4ccccc4O3)n2C)no1 (configuration not stated)
    103	102	0	106	107	0.0	98	106
17) CN(CCO)c1ccc(-c2nn(C)c(=O)c3ccccc23)cc1[N+](=O)[O-]
    95	85	5	89	96	0.6	99	94
18) Cc1ccc2nc(N3CCN(C(=O)CCC(=O)O)CC3)nc(-c3ccccc3)c2c1
    117	83	5	99	103	0.1	102	58
19) Cc1cccc(/C=N/NC(=O)CNc2cccc3ccccc23)n1
    110	96	46	118	103	0.4	100	102
20) Cc1ccccc1C(=O)Nc1nnc(-c2ccco2)s1
    94	91	-8	70	97	0.3	106	88
21) O=C(CCN1CCCC1=O)NC1CCCc2c1cnn2-c1ccc(F)cc1F (configuration not stated)
    99	102	4	95	105	-0.2	80	94
22) CCC(Sc1nc(-c2ccccc2)cc(=O)[nH]1)C(=O)O (configuration not stated)
    102	102	0	109	100	0.0	99	100
23) O=S(=O)(Nc1cnc2ccccc2c1)N1CCCCCC1
    98	93	16	95	92	-0.1	104	93
24) CN(C)S(=O)(=O)c1ccc(NC(=O)COC(=O)c2ccccn2)cc1
    94	91	0	93	89	0.0	91	91
25) CN1CCN(S(=O)(=O)c2ccc(SCCOc3ccccc3)nc2)CC1
    101	94	1	82	97	0.0	98	100
26) CC(C)(C)OC(=O)N1CCC(c2c(C(=O)NCC3CCN(C4CCCC4)C3)cnn2-c2ccc(F)cc2)CC1 (configuration not stated)
    107	103	-1	110	104	0.0	104	103
27) COc1ccc2c(C(=O)CN3CCSCC3)c[nH]c2c1
    95	97	15	105	92	0.1	101	96
28) CCOc1ccc(CCNC(=O)CCc2nnc3ccc(N4CCOCC4)nn23)cc1OCC
    102	103	-1	102	98	0.1	101	104
29) Cc1noc(C)c1COC(=O)CCN1c2ccccc2Sc2ccccc21
    93	82	0	104	96	0.3	105	95
30) Cc1ccc(OCc2n[nH]c(=S)n2N)cc1C
    91	106	6	93	97	-0.1	98	98
31) CC1(c2nnc(Cc3ccccc3)o2)CC(c2cccc([N+](=O)[O-])c2)=NO1 (configuration not stated)
    100	82	0	98	100	-0.2	106	90
32) CC(C)[C@H](NC(=O)c1ccccc1Cl)C(=O)OCC(=O)NCc1ccc2c(c1)OCO2
    103	103	0	111	101	-0.3	110	110
33) CN(C)S(=O)(=O)N(CC(=O)Nc1ccc2ccccc2c1)c1ccccc1
    104	94	27	99	99	0.1	95	101
34) CCCCCn1c(=O)[nH]c2cc(C(=O)NCCN(CC)CC)ccc2c1=O
    102	102	4	92	104	-0.2	102	107
35) O=C(CN1C(=O)NC2(CCc3ccccc32)C1=O)c1ccccc1 (configuration not stated)
    89	93	6	89	91	-0.1	76	85
36) Fc1ccc(NCc2nnc3n2CCCCC3)cc1
    83	94	1	94	93	-0.1	90	87
37) COc1ccc(C2C(C(=O)NCc3ccccn3)c3cc(OC)c(OC)cc3C(=O)N2C)cc1 (configuration not stated)
    101	106	0	111	101	0.3	105	100
38) CC(=O)C1C(=O)CC(C)(O)C(C(C)=O)C1c1ccccc1 (configuration not stated)
    101	109	0	98	99	0.0	103	102
39) COc1ccc(-c2c(-c3ccccc3)n(C)c3ccccc23)cc1
    102	104	10	95	104	-0.1	104	109
40) CN(C(=O)COC(=O)c1ccc(S(=O)(=O)N2CCOCC2)cc1)C1CCCCC1
    99	106	0	91	110	-0.1	102	100
41) Oc1ccc(Cl)cc1CNCc1ccc(F)c(F)c1
    101	96	-1	104	98	0.1	94	101
42) O=C(CSc1ncccn1)NCc1cccc(Cl)c1
    96	101	2	97	90	0.0	105	98
43) CC(=O)NCCC(=O)N1CCc2c([nH]c3ccccc23)C1c1cccc(C)c1 (configuration not stated)
    96	84	25	105	91	-0.2	99	89
44) Cc1cc2c(c(SCC(=O)Nc3ccc(C)c(C)c3)n1)C(=O)OC2
    94	96	9	90	92	0.0	117	100
45) CCn1ccc(-c2ccccc2)c(C#N)c1=O
    100	101	3	105	101	-0.1	97	105
46) CCc1ccc(C2=NN(c3ccc(S(N)(=O)=O)cc3)C(c3ccc(F)cc3)C2)cc1 (configuration not stated)
    202*[may fluoresce violet]	?	-1	126	63[may fluoresce violet]	0.2	94[may fluoresce violet]	.
47) CC1CC(C)(C)NC(=S)S1 (configuration not stated)
    102	103	2	99	96	-0.1	95	98
48) Cc1cc2c(c(=O)n1CCc1ccccc1)C(c1ccco1)C(C#N)=C(N)O2 (configuration not stated)
    101	97	4	109	105	0.3	103	106
49) O=C(CCCN1C(=O)S/C(=C\C=C\c2ccccc2)C1=O)Nc1ccc(O)cc1
    105	106	-15	98	104	-0.3	102	102
50) Cc1ccccc1C(=O)NNC(=O)Cc1cccc2ccccc12
    104	104	1	104	99	0.0	97	107

Other structures
Every second line gives: MEP2-GFP yeast	CIT2 TOR yeast	AHR act	Yeast superoxide	RPL19A-GFP yeast	Efflux pump mplx	LAP4-GFP MLPCN	AGP1-GFP MLPCN
51) Cc1occc1-c1n[nH]c(=S)n1CC(C)C
    102	103	-1	104	96	0.0	99	104
52) Cc1ccc(S(=O)(=O)NC(C)c2ccccc2)cc1[N+](=O)[O-] (configuration not stated)
    102	88	-1	103	94	-0.1	85	89
53) CC(=O)c1sc(NC(=O)CCCOc2ccc(Cl)cc2)nc1C
    93	88	4	100	94	0.3	84	89
54) Cn1cc(CNCc2ccc(OC(F)(F)F)cc2)c(-c2ccc3c(c2)OCCO3)n1
    98	105	-3	106	100	-0.1	100	106
55) CCOC(=O)Nc1ccc2c(c1)N(C(=O)CN1CCN(CCO)CC1)c1ccccc1CC2
    112	104	-2	103	101	0.0	99	103
56) CCCCNC(=O)Nc1nnc(C(C)(C)C)s1
    100	103	4	85	102	0.0	116	105
57) O=C(Nc1ccc2oc(-c3ccccc3F)nc2c1)c1ccco1
    92	95	-8	83	99	0.1	104	92
58) O=c1[nH]c(-c2cccnc2)nc2sc(-c3ccccc3)cc12
    94	88	75*	87	95	0.1	84	87
59) Cn1c(=O)c2c(=O)cc(NNC(=O)C(C)(C)C)[nH]c2n(C)c1=O
    94	103	0	106	99	-0.1	104	101
60) COc1ccc(OC)c(CNC(=O)CCc2cn(C)c3ccccc23)c1
    103	103	13	85	100	0.2	98	99
61) Oc1[nH]c2ccccc2c1N=Nc1ccc(F)cc1
    110	96	94*	105	107	0.1	101	92
62) Cc1c(C)c2ccc(OCC(=O)N3CCC(C(=O)O)CC3)c(C)c2oc1=O
    98	108	-1	81	100	0.2	101	102
63) COCCn1nnnc1CN(CCc1ccccc1)Cc1cc2cc(OC)ccc2[nH]c1=O
    110	109	9	86	105	-0.2	105	113
64) O=C(N[C@@H]1CCC(=O)N(CC[C@H](Sc2ccccc2)c2ccccc2)CC1)OCc1ccccc1
    90	99	-2	93	100	0.1	125	86
65) CC(=C/c1ccccc1)/C=N/NC(=O)c1nnn(-c2nonc2N)c1CN1CCC(C)CC1
    106	99	-1	91	102	0.2	93	99
66) CCOc1ccc(N(C(=O)c2snc(C(N)=O)c2N)C(C)C(=O)NC2CCCCC2)cc1 (configuration not stated)
    107	105	-1	98	109	0.0	91	103
67) COc1ccc(S(=O)(=O)N2CCOCC2)cc1NC(=O)Cc1sc(C)nc1-c1ccc(F)cc1
    89	86	-1	101	92	0.1	99	100
68) Cc1cc(S(=O)(=O)N2CCN=C2c2ccccc2)c(C)cc1Cl
    103	109	1	97	108	0.1	95	107
69) Cc1cc(C)c(NC(=O)Nc2ccc3c(c2)OCO3)c(C)c1
    96	97	51*	93	95	0.0	101	102
70) CCOC(=O)/C=C/[C@H]1CC2(CCO1)SCCCS2
    91	100	2	83	93	0.1	100	84
71) Cc1cccc(NC(=O)/C(C#N)=C/c2ccccc2Cl)n1
    95	94	12	97	90	0.2	164*	84
72) N#CC1=C2SCN(Cc3ccco3)CN2C(=O)CC1c1c(F)cccc1Cl (configuration not stated)
    94	125	0	82	103	-0.1	104	108
73) CN(C)c1ccc(C(=O)OCc2ccc(Br)cc2)cc1
    110	105	-2	89	102	0.1	105	103
74) C=CCOC(=O)C1=C(C)NC(=S)C(C#N)(CC=C)C1c1ccccc1Cl (configuration not stated)
    96	99	-3	83	100	-0.1	103	100
75) CC1(CCc2ccccc2)NC(=O)N(CC(=O)O)C1=O (configuration not stated)
    104	90	-1	99	101	0.3	111	107
76) COc1ccc2cc(CN(Cc3cccs3)Cc3nnnn3Cc3ccccc3)c(=O)[nH]c2c1
    101	105	2	102	103	0.0	102	104
77) CCCCCc1cc(=O)oc2c(C(CCN3CCCC(C)C3)c3cc(OC)c(OC)c(OC)c3)c(OC)cc(OC)c12 (configuration not stated)
    110	100	3	105	101	0.8	99	105
78) O=C(CNC(=O)c1ccco1)OCc1ccc(C(=O)c2ccccc2)cc1
    120	71	2	119	114	0.2	137	112
79) CC(C)(C)C(=O)/C=C/c1ccc(Oc2ccccc2)cc1
    102	96	.	100	101	0.0	92	94
80) COc1ccc(C2c3[nH]c4ccccc4c3CCN2Cc2cccn2-c2ncccn2)cc1C (configuration not stated)
    97	97	37	96	98	-0.1	94	102
81) O=C(CSc1nc2ccccc2n1CCc1ccccc1)N1CCOCC1
    100	101	-3	82	103	0.0	97	103

Source: PubChem (several laboratories)
